BoNT A protease: inhibitors of Botulinum neurotoxin A light chain protease; hit rate 0.17% among 360,000; multiplex microsphere protease substrate cleavage, flow cytometry; AID 588499; inhibition, % at 10 µM; further: plate controls were buffer without enzyme for full effect and enzyme alone for no effect
Anthrax LF inh2: inhibitors of Bacillus anthracis lethal factor protease; P15917; multiplex microsphere protease cleavage assay, LF; inhibition, % at 10 µM; hit rate 0.12% among 360,000; AID 588501; further: plate controls were buffer without enzyme for full effect and enzyme alone for no effect
BioA inh: BioA (M. tuberculosis) enzyme inhibition; AID 602481; purified M. tuberculosis BioA enzyme, plate reader; inhibition, % at 9.99 µM; hit rate 0.096% among 360,000; in the data active means inhibition above about 40%; inconclusive means no clear call, values can overlap the other calls
BoNT-F LC inh: BoNT F light chain protease inhibition. AID 588497. inhibition, % at 10 µM. Multiplex microsphere protease cleavage assay, flow cytometry. hit rate 0.22% among 360,000; in the data active means inhibition above about 35%, passing the limit was not always enough; inconclusive means no clear call, values can overlap the other calls; further: plate controls were buffer without enzyme for full effect and enzyme alone for no effect
GDH-TPI inh: counter-screen for M. tuberculosis FBA inhibitors: GDH-TPI coupled enzymes; GDH-TPI coupled enzyme counterscreen, NADH absorbance; inhibition, % at 4.8 µM; hit rate 1.2% among 360,000; AID 588335; in the data active means inhibition above about 30%;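 further: 0% = DMSO wells and 100% = wells lacking the enzyme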
Mtb UGM inh: blocks M. tuberculosis UGM enzyme; P9WIQ1; purified UGM, fluorescence polarization probe displacement; inhibition, % at 10 µM; hit rate 0.06% among 320,000; in the data active means inhibition above about 10%, passing the limit was not always enough; inconclusive means no clear call, values can overlap the other calls
Target sequence (P9WIQ1 whole entry, looked up): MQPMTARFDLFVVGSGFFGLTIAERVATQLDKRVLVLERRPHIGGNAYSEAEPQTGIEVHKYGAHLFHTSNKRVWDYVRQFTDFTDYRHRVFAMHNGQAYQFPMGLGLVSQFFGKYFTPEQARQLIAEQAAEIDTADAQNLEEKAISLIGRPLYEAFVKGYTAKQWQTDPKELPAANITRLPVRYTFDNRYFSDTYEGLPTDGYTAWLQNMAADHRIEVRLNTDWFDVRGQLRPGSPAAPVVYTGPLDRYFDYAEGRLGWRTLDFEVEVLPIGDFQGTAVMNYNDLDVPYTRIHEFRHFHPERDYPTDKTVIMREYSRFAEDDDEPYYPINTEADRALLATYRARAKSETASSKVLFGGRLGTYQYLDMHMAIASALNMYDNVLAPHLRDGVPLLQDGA
FadD28 binding: blocks FadD28 binding to the bisubstrate probe; hit rate 0.22% among 360,000; inhibition, % at 12.5 µM; fluorescence polarization; in the data active means inhibition above about 8.5%, passing the limit was not always enough; inconclusive means no clear call, values can overlap the other calls
PfHsp40 rescue: rescue of PfHsp40-mediated yeast toxicity. S. cerevisiae expressing PfHsp40, growth rescue, ATP luminescence. growth rescue, % at 12.5 µM. hit rate 0.68% among 340,000; in the data active means growth rescue above about 28%, passing the limit was not always enough; inconclusive means no clear call, values can overlap the other calls;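 further: yeast W303a lacking pdr1 and pdr3 grown in galactose medium; growth measured after three days at 30 °C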
FBA Mtb inh: inhibitors of M. tuberculosis fructose-bisphosphate aldolase; P9WQA3; purified M. tuberculosis FBA, fluorescence read-out; inhibition, % at 1 µM; hit rate 2.3% among 360,000; AID 588726; in the data active means inhibition above about 27%;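 further: 0% = vehicle and 100% = reference inhibitor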
Target sequence (P9WQA3 whole entry, looked up): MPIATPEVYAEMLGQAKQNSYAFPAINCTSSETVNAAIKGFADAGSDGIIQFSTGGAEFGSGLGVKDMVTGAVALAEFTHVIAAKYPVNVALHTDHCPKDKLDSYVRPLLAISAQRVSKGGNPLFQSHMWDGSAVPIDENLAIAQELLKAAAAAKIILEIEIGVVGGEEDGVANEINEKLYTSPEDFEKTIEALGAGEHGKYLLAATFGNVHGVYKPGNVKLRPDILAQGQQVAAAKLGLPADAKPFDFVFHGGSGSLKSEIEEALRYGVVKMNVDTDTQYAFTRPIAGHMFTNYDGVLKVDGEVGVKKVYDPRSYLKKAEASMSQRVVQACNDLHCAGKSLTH
The depositor's hits bear a star; ? = inconclusive; . = no result given. Unless noted, no stated cut-off is given here; in the data, active means inhibition above about 30%; inconclusive means no clear call, values can overlap the other calls; inactive means below that.

#	structure	FadD28 binding	FBA Mtb inh	BioA inh	GDH-TPI inh	BoNT-F LC inh	Anthrax LF inh2	Mtb UGM inh	PfHsp40 rescue	BoNT A protease
1	CC(C)(C)OC(=O)C[C@H]1C/C=C\C[C@H](CC(=O)NCCO)C(=O)NC[C@@H](c2ccccc2)OC1=O	-2.1	-2	-1.0	-2	3	0	-0.2	-1.5	0.0
2	CC(C)CNC(=O)c1cccc(NC(=O)Cc2ccc(Br)cc2)c1	-1.3	6	0.1	-1	-13	-2	6.5	-1.1	-1.2
3	Cc1ccc(C(C)C)cc1OCC(=O)Nc1ccccc1N1CCCC1	-1.9	3	-0.3	4	-14	1	0.9	-0.3	-2.2
4	Cc1ccc(-c2cc(=O)[nH]c3ccccc23)cc1	-4.8	3	1.1	12	14	0	-0.2	-1.5	0.6
5	CCn1cc(C(=O)NCCCOC)c2cc(OC)c(OC)cc2c1=O	0.8	2	-3.9	5	0	-9	0.1	-1.2	0.6
6	COc1ccc(C2C(C(=O)c3cccs3)=C(O)C(=O)N2c2cccc(C)n2)cc1OC (configuration not stated)	-0.6	0	.	3	-7	-1	-1.3	-0.3	-0.6
7	CS(=O)(=O)c1ccc(Cl)c(C(=O)Nc2ccc3nc(N4CCOCC4)sc3c2)c1	.	-2	-0.9	11	-12	-4	-1.8	-0.4	3.9
8	COc1cc(/C=C2\C(=N)N3N=C(S(C)(=O)=O)SC3=NC2=O)ccc1OC(=O)c1cccs1	-11	7	1.5	22	-4	1	3.5	-0.1	-0.7
9	NC(=O)CC(NC(=O)Cc1ccc(Cl)cc1)c1ccc(NC2CCN(Cc3ccccc3)CC2)c([N+](=O)[O-])c1 (configuration not stated)	-3.0	0	3.0	-11	-2	-5	1.6	-0.2	0.4
10	Cc1ccn(C(C)CC(=O)N2CCc3ccccc32)n1 (configuration not stated)	-7.5	-1	-0.5	-5	3	-1	-1.4	-2.1	-1.1
11	COc1cc(/C=N/n2cnnc2)ccc1OC(=O)c1cccnc1	0.1	-4	.	10	3	-2	-0.2	-0.9	0.3
12	O=C(CSc1nnc(-c2ccccc2F)o1)N1CCCC1	-1.5	-1	2.0	-6	-4	-3	3.5	1.1	-1.6
13	O=C(c1ccc2nc(N3CCOCC3)sc2c1)N1CCN(C(=O)c2ccco2)CC1	0.3	-1	1.4	14	-11	-8	4.2	-1.4	-1.6
14	O=c1oc(CCCO)cc2ccc(/C=C/c3cccc([N+](=O)[O-])c3)cc12	-0.2	2	0.6	21	8	-2	-0.4	-1.0	0.5
15	OCC[C@@H]1C[C@H](O)[C@@H](O)[C@@]2(OCc3ccc(CO)cc32)O1	-0.6	4	0.3	.	-3	5	.	.	0.2
16	CCN(CC)C(=O)c1cn(-c2cccc(OC)c2)c(=O)c2ccccc12	-0.3	-1	.	2	0	6	-1.0	-2.3	-1.3
17	Cc1ccc(CCN2CC(C(=O)NC3CCCC3)CC2=O)cc1 (configuration not stated)	0.5	-2	0.4	9	-6	-3	4.1	-2.6	-1.0
18	CCCC1C2C(=O)N(c3ccccc3)C(=O)C2ON1c1ccccc1 (configuration not stated)	-2.3	-2	.	-9	-3	-6	-3.3	-0.2	-0.9
19	O=C1NCCCC1C(=O)NCCN1C(=O)CCC1=O (configuration not stated)	0.3	1	-7.6	5	-8	-2	3.7	-1.9	-0.3
20	Cc1c(NC(=O)COC(=O)c2ccccc2Cl)c(=O)n(-c2ccccc2)n1C	-1.7	1	.	-5	-10	1	0.4	1.9	-1.3

#	structure	FadD28 binding	FBA Mtb inh	BioA inh	GDH-TPI inh	BoNT-F LC inh	Anthrax LF inh2	Mtb UGM inh	PfHsp40 rescue	BoNT A protease
21	O=C(Nc1c(F)cccc1F)c1cnc(N2CCN(c3ccccn3)CC2)c2ccccc12	-1.6	4	-0.2	12	-18	-1	1.7	3.1	-0.9
22	Oc1c(CN2CCN(c3ccccc3)CC2)cc(Br)c2cccnc12	-1.9	1	0.1	5	-3	-3	1.2	1.3	5.0
23	O=C(O)c1cc(C(=O)C2CC2)c[nH]1	-3.4	1	.	2	-2	-4	2.1	-1.6	0.4
24	Cc1cccc(CCN2C(N(C)C)=NC[C@@H]2C)c1	0.5	0	-0.1	7	-2	0	0.8	-1.7	0.3
25	Cc1ccc(S(=O)(=O)N2CCCOC2CNC(=O)C(=O)NCc2ccncc2)cc1 (configuration not stated)	-2.6	-4	.	2	-2	-2	2.7	-0.3	0.7
26	O=C(Nc1nc(-c2ccc(Cl)cc2Cl)cs1)c1ccc(OCC2CCCO2)cc1 (configuration not stated)	-4.7	-4	-2.1	10	-5	0	4.7	-1.6	-0.6
27	COC(=O)c1ccc2nc(-c3ccc(C)cc3)c(CC3CCCCC3)n2c1	-2.9	6	-1.6	.	-8	7	.	.	1.3
28	Cc1cc(=O)oc(C)c1C(=O)N1CCN(Cc2ccc3c(c2)OCO3)CC1	-2.5	16	1.4	-2	-5	0	0.7	0.6	0.1
29	COc1ccccc1OCC(=O)NCc1ccco1	-0.2	0	-0.9	3	1	-11	1.9	-0.5	-0.4
30	Cc1cc(OC(C)C(=O)N2CCN(c3ccc(F)cc3)CC2)c2c(C)cc(=O)oc2c1 (configuration not stated)	-0.4	0	.	0	-2	-2	-1.5	-0.5	-0.3
31	O=C(CCn1ccc2cc(S(=O)(=O)N3CCCC3)ccc21)NCc1ccccc1	-0.8	1	-2.3	3	-14	0	0.4	-1.0	-4.2
32	CCOC(=O)c1cc(CC)sc1/N=C/C1C(=O)CC(C)(C)CC1=O	1.8	4	.	-1	-25	-2	-0.4	-1.2	-1.8
33	O=C(NCc1ccncc1)C12CC3CC(CC(C3)C1)C2	-0.1	1	0.2	2	-4	-1	-3.4	0.2	0.0
34	Cc1cc(/C=C2\C(=O)NC(=O)N(Cc3ccco3)C2=O)c(C)n1-c1ccc(C(=O)O)cc1	-2.0	-9	-2.5	2	-3	5	1.4	-0.5	-0.5
35	COc1ccc2sc(/C=C/c3ccccc3O)[n+](C)c2c1	-12	-4	.	4	.	?	.	3.4	?
36	CN(C)C(=O)N(CCCN1CCOCC1)Cc1cccc2ccccc12	-1.8	1	-1.3	4	-3	4	-0.9	.	0.1
37	Cc1cc(=O)cc(C)n1-c1ccc(F)cc1F	-0.5	-4	.	-5	-4	-1	-0.7	-0.6	0.3
38	Cc1ccc(CNC(=O)c2[nH]c(C(F)(F)F)nc2-c2ccccc2)cc1	-2.5	0	-0.1	.	-5	-2	.	.	-0.6
39	COc1ccc(/C=C2\CCc3ccccc3C2=O)c(OC)c1OC	-2.5	0	10	18	6	-2	-0.7	6.3	-0.1
40	Cc1ccc2ccccc2c1CSc1nc(N)nc2c1ncn2CC(C)C	-2.4	6	.	14	-6	-1	.	-2.0	-0.2

Random excerpt: 2 compounds from above, in no set order.
#	structure	FadD28 binding	FBA Mtb inh	BioA inh	GDH-TPI inh	BoNT-F LC inh	Anthrax LF inh2	Mtb UGM inh	PfHsp40 rescue	BoNT A protease
27	COC(=O)c1ccc2nc(-c3ccc(C)cc3)c(CC3CCCCC3)n2c1	-2.9	6	-1.6	.	-8	7	.	.	1.3
28	Cc1cc(=O)oc(C)c1C(=O)N1CCN(Cc2ccc3c(c2)OCO3)CC1	-2.5	16	1.4	-2	-5	0	0.7	0.6	0.1

Continued:
#	structure	FadD28 binding	FBA Mtb inh	BioA inh	GDH-TPI inh	BoNT-F LC inh	Anthrax LF inh2	Mtb UGM inh	PfHsp40 rescue	BoNT A protease
41	O=C(Cc1ccccc1)NNC(=S)NC(=O)c1cccs1	-2.5	2	-0.8	1	2	-2	2.8	.	-0.2
42	CC(C)(C)OC(=O)N[C@@H](C(=O)OC(C)(C)C)c1ccc2c(c1)OCO2	-1.1	3	0.5	-16	-4	5	0.1	-0.8	-0.3
43	NC(=O)C[C@@H]1NC(=O)[C@H](CCC(=O)O)NC(=O)c2cc([N+](=O)[O-])cc(I)c2OCC[C@@H](C(N)=O)NC1=O	0.1	-6	-0.6	19	-4	-5	-1.6	-1.4	0.3
44	O=C(O)CSc1c2c(nc3cc(C(=O)N4CCOCC4)ccc13)CCCC2	-3.5	9	.	-9	-7	0	-1.1	-1.0	0.7
45	CCC1CN(C(=O)Nc2ccc(C)cc2)c2cc(C)ccc2O1 (configuration not stated)	-2.4	-1	.	5	-6	2	1.2	2.5	-1.0
46	CC(=O)Nc1ccc(SCC(=O)c2cc(C)n(-c3ccccc3F)c2C)cc1	-6.4	-2	3.2	2	-4	-1	2.7	0.5	-1.7
47	CCC1CCC/C1=N\NC(=O)c1ccc(Cl)cc1 (configuration not stated)	-1.9	2	.	-3	1	-11	0.6	-0.1	-0.5
48	Cc1ccc(-c2nc(-c3ccncc3)no2)cc1	-0.3	2	-0.7	2	3	-4	-3.3	-0.8	2.1
49	O=S(=O)(NCC1CCCO1)c1ccc(Oc2ccccc2)cc1 (configuration not stated)	-2.2	0	1.0	-1	-2	-3	1.0	0.1	-2.1
50	CC(C)(C)NC(=O)NC(=O)COC(=O)CNC(=O)C1CCCCC1	-0.9	1	.	-3	-2	-10	0.3	-0.3	0.6
51	C/C(=N\NC(=O)C1(C)CC1(Br)Br)c1cccc(NC(=O)c2ccc(C)o2)c1 (configuration not stated)	-1.1	0	1.7	-4	-3	-4	-0.6	1.0	0.0
52	Cc1cc(C(=O)CSc2nn3c(=O)c(C(C)(C)C)nnc3s2)c(C)n1C	-1.9	4	.	8	-3	-2	2.1	0.9	0.0
53	CCc1nc(C)cn1S(=O)(=O)c1cc(Br)c(C)cc1OC	-2.4	-6	2.5	-4	-10	-5	1.6	0.2	-0.5
54	COC(=O)CSc1[nH]c(=O)cc(C)c1C#N	0.7	3	.	-5	-6	-4	3.1	0.4	-1.8
55	CCCC[C@@H]1CN=C(N)N1CCCC	-2.6	0	-1.8	3	-1	3	-2.1	-0.2	-0.2
56	O=C(CN(CC1CCCO1)C(=O)CNS(=O)(=O)c1ccc(Cl)cc1)NC1CCCCC1 (configuration not stated)	.	1	-0.8	10	-2	0	1.0	0.3	0.3
57	CCCCN1C(=O)N(C)C2NC(=O)NC21 (configuration not stated)	-2.0	-10	-1.9	-6	0	-2	1.9	0.7	1.0
58	COc1ccc(-c2cn(-c3ccccc3)nc2CO)cc1	-0.1	8	0.8	-3	22	0	-4.4	-0.5	0.2
59	Cc1nc(SCC(=O)Nc2nccs2)c(C#N)c(C)c1C	-2.2	8	0.1	3	.	.	0.8	-0.8	.

Part of the list above, reduced to FadD28 binding, PfHsp40 rescue and FBA Mtb inh:
No.	SMILES	FadD28 binding	PfHsp40 rescue	FBA Mtb inh
50	CC(C)(C)NC(=O)NC(=O)COC(=O)CNC(=O)C1CCCCC1	-0.9	-0.3	1
51	C/C(=N\NC(=O)C1(C)CC1(Br)Br)c1cccc(NC(=O)c2ccc(C)o2)c1 (configuration not stated)	-1.1	1.0	0
52	Cc1cc(C(=O)CSc2nn3c(=O)c(C(C)(C)C)nnc3s2)c(C)n1C	-1.9	0.9	4
53	CCc1nc(C)cn1S(=O)(=O)c1cc(Br)c(C)cc1OC	-2.4	0.2	-6
54	COC(=O)CSc1[nH]c(=O)cc(C)c1C#N	0.7	0.4	3
